Source: PubChem BioAssay (National Center for Advancing Translational Sciences (NCATS))
APE1 inh: blocks human APE1 abasic DNA cleavage | P27695 | recombinant APE1, TAMRA/BHQ-2 abasic DNA cleavage fluorescence | Potency, µM (highest dose often 65.8 µM), without a hit: at the highest dose activity change, negative = inhibition, hits mostly inhibitors | 350,000 compounds, 0.35% hits;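 note: potency is the fitted concentration of half-maximal effect; plate controls were vehicle for no effect and reference inhibitor for full effect; nearly all actives have a fitted effect of over 55% in size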
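Activity was derived from the fluorescence gain between first and third kinetic reads (60 s intervals, ex 525/em 598 nm) after 50 nM THF-abasic TAMRA/BHQ-2 duplex was added to 0.75 nM APE1 preincubated 15 min with compound.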
Pol eta inh: inhibitors of human DNA polymerase eta | AID 588591 | recombinant Pol eta, fluorescent DNA replication assay | 390,000 compounds, 1.2% hits | Potency, µM (titrated, usually from 114 µM), without a hit: at the top dose activity change, negative = inhibition, hits mostly inhibitors; note: potency is the fitted concentration of half-maximal effect; % is set by controls: 0 for no effect and ±100 for the full control effect
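Pol eta at 10 nM preincubated with compounds 15 min at room temperature; reaction started with fluorescent substrate (50 nM final) and read kinetically at 0 and 10 min.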
Pol iota inh: inhibitors of human DNA polymerase iota. Potency, µM (series often up to 115 µM), for inactives: at the top dose activity, negative = inhibition, most hits filed as inhibitors. AID 588590. Pol iota fluorescent replication assay, 10 min. 390,000 compounds, 1% hits; note: potency is the fitted concentration of half-maximal effect
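Pol iota at 10 nM preincubated 15 min with compounds at room temperature; reaction started with fluorescent substrate, 50 nM final. Fluorescence read kinetically at 0 and 10 min; buffer-only wells as negative control.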
PGK inhibitor: inhibitors of T. brucei phosphoglycerate kinase; PGK/GAPDH coupled, Kinase-Glo luminescence, 60 min; Potency, µM (highest dose often 57.5 µM), for the others: at the highest dose activity change, negative = inhibition, most hits filed as inhibitors; 380,000 compounds, 0.043% hits; P07378; note: potency is the fitted concentration of half-maximal effect; % is set by controls: 0 for no effect and ±100 for the full control effect; nearly all actives have a fitted effect of over 60% in size
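Recombinant glycosomal PGK reaction used 1,3-bisphosphoglycerate generated in-well by GAPDH (100nM final) in 100mM TEA pH 7.6, 5mM MgCl2, 0.01% Tween-20. After 60 minutes at room temperature, ATP was read by Kinase-Glo Plus luminescence end-point.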
BLM inh: inhibitors of human Bloom syndrome helicase BLM; 350,000 compounds, 0.2% hits; P54132; Potency, µM (series often up to 56.1 µM), inactives show at the highest dose activity change, negative = inhibition, usual class: inhibitors; AID 2528; recombinant BLM DNA unwinding, fluorescence dequenching;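 note: potency is the fitted concentration of half-maximal effect; plate controls were vehicle for no effect and no enzyme for full effect; nearly all actives have a fitted effect of over 35% in size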
Apoferritin bind: candidate novel general anesthetic via apoferritin binding | 350,000 compounds, 0.074% hits | apoferritin/1-aminoanthracene competitive binding, fluorescence | AID 485281 | Potency, µM (highest dose often 77.5 µM), inactives show at the top dose activity change, negative = displacement, usual class: inhibitors; note: potency is the fitted concentration of half-maximal effect; % is set by controls: 0 for no effect and ±100 for the full control effect; nearly all actives have a fitted effect of over 20% in size
Target sequence (P02791 2-175 limits assumed): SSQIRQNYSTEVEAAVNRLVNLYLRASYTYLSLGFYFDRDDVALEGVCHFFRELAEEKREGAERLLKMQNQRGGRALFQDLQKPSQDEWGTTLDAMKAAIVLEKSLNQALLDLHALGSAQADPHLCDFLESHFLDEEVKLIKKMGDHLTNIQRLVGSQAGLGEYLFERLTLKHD
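Horse-spleen apoferritin (10 uM) was mixed with 50% saturated 1-aminoanthracene in PBS, exposed to compounds for 10 min at room temperature, and read for fluorescence (ex 380 nm, em 535 nm). Competitive displacement was fitted with a four-parameter Hill equation.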
Pol kappa inh: blocks human DNA polymerase kappa activity | purified Pol kappa, fluorescent DNA synthesis assay, 10 min | Potency, µM (series often up to 107 µM), without a hit: top-dose activity, negative = inhibition, actives largely listed as inhibitors | AID 588579 | 400,000 compounds, 0.53% hits | Q9UBT6; note: potency is the fitted concentration of half-maximal effect; % is set by controls: 0 for no effect and ±100 for the full control effect
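Readout: fluorescence, taken kinetically at 0 and 10 min. Conditions: 10 nM Pol kappa, 15 min RT compound preincubation, 50 nM substrate final. Controls: enzyme-free buffer wells.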
Pol beta inh: inhibitors of human DNA polymerase beta | P06746 | Pol beta primer extension/strand displacement, fluorescence kinetic | Potency, µM (doses to about 114 µM), inactives show at the top dose activity change, negative = inhibition, usual class: inhibitors | 340,000 compounds, 1.3% hits | AID 485314; note: potency is the fitted concentration of half-maximal effect; % is set by controls: 0 for no effect and ±100 for the full control effect
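Curves were derived by four-parameter Hill fits of normalized qHTS data. The kinetic fluorescent primer-extension read was taken at 0 and 10 min after 50 nM substrate, following a 15 min room-temperature preincubation of 10 nM enzyme with compounds.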
RXFP1 antag: RXFP1 (human) relaxin receptor antagonism. Q9HBX9. HEK293-RXFP1, relaxin-stimulated cAMP HTRF, 30 min; stronger effect = lower value. activity change, negative = inhibition, % at 57.5 µM. 350,000 compounds, 0.59% hits;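 active = activity change of -60% or lower, but not beyond a set lower limit; inconclusive = change between -60% and -40%, or beyond the set limit; inactive = change above -40%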; note: % is set by controls: 0 for no effect and ±100 for the full control effect
Target sequence (Q9HBX9 whole entry, looked up): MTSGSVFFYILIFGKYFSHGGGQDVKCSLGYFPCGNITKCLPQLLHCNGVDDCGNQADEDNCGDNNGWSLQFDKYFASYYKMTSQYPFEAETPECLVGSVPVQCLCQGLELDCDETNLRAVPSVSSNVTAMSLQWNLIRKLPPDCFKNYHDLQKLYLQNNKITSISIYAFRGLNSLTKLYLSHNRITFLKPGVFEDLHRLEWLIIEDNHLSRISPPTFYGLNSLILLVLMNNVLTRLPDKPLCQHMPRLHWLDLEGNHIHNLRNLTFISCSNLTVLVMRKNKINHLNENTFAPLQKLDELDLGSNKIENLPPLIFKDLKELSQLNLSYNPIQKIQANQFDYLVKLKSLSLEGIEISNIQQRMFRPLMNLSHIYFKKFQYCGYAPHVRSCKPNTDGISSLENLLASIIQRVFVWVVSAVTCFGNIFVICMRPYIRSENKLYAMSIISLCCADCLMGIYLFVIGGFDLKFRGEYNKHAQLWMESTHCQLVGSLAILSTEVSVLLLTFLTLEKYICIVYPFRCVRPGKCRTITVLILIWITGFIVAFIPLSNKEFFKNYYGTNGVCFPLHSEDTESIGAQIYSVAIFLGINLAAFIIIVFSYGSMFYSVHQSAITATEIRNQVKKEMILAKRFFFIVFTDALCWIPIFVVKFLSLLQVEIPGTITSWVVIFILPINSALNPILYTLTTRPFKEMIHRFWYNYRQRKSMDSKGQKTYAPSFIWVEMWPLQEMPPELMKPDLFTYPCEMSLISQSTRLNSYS
The depositor's hits bear a star; i = inactive; ? = inconclusive; . = not tested or not shown; & = joins results of further samples; [ ] = another dose, or the depositor's remark. Unless noted, calls come from the whole dose curve; as a rule, active = well fitted curve in the direction sought with a large enough effect; inconclusive = small, poorly fitted or top-dose-only effect, or another doubt; inactive = no such curve, though single readings can be large; an effect the other way counts as inactive or inconclusive. This is a subset; rates above refer to the full screens.

Results follow in this order: APE1 inh | Pol eta inh | Pol iota inh | PGK inhibitor | BLM inh | Apoferritin bind | Pol kappa inh | Pol beta inh | RXFP1 antag
- Cc1nc2ccccc2c(=O)n1/N=C/c1ccc(C(C)C)cc1
→ -10% | -7% | -14% | -1% | -5% | -3% | 6%[60.1 µM] | 23% | 4
- CCc1ccc2nc(N3CCN(C(=O)c4ccccc4)CC3)sc2c1
→ . | -20% | 23% | i | 2% | -12% | -8%[60.1 µM] | 2% | -31
- COc1ccc(NC(=O)c2cc3ccccc3o2)cc1
→ 0% | 2% | -5% | -5% | -1% | 1% | -4% | -2% | 11
- COc1ccccc1/C=C(\NC(=O)c1ccc(OC)c(OC)c1)C(=O)Nc1ccc([N+](=O)[O-])cc1
→ 15% | 5% | -4% | -5% | -2% | -3% | -13% | 31% | -1
- COc1cc(C(CCN2CCOCC2)c2c(OC)cc(OC)c3c(C)cc(=O)oc23)cc(OC)c1OC (stereo not given)
→ -2%&3% | -19% | 14%&42% | -6% | -6%&2% | -16%&-9% | 1%&-10% | 3% | .
- Cc1ccc(C(=O)CSc2nc(N)cc(=O)[nH]2)cc1
→ 0% | 3% | 4% | i | 5% | -6% | -2% | -24% | 0
- Cc1ccc(CNC(=O)CSc2nnc3c(n2)[nH]c2ccc(F)cc23)cc1
→ -15% | ? | 133%[activator] | -8% | -8% | 1% | -5% | ? | 3
- Cc1cccc(OCCCC(=O)Nc2nccs2)c1C
→ 6% | -18% | 40%[activator] | -9% | -1% | -9% | 0% | 0% | 5
- CC1Cc2ccccc2N1c1nc(C2CC2)nc2c1nnn2Cc1ccccc1 (stereo not given)
→ -1% | -5% | 4% | -3% | -14% | -3% | -10% | 8% | 5
- O=C(COC(=O)/C=C/c1cccc(C(F)(F)F)c1)NC(=O)NC1CCCC1
→ 8% | 0% | 19% | i | . | . | 6% | . | -12
- CCCCCn1cnnc1SCC(=O)c1ccc2c(c1)OCO2
→ 17% | -4% | ? | i | . | . | -22% | . | 5
- NCCSc1c(-c2ccc(F)cc2)[nH]c2ccccc12
→ 25% | -13% | 3% | i | 3% | 1% | -2% | 1% | 2
- COC(=O)C1=C[C@@H](C(=O)OC)C2C3=C(C(=O)[C@@]2(CC(C)C)NC(=O)c2ccccc2)[C@H](C)n2c(=O)n(C)c(=O)n2[C@@H]3C1 (stereo not given in full)
→ -2% | . | -2% | . | -15% | 1% | -12% | . | .
- Cc1cccc(C(=O)NCC(=O)N2CCOCC2)c1
→ 15% | -6% | 19% | 10% | -3% | -2% | 7% | 1% | -4
- CC1CCCCC1NC(=O)CN(C)S(=O)(=O)c1cccc2nsnc12 (stereo not given)
→ 7% | -7% | 8% | -3% | -1% | -8% | -23% | 17% | -4
- O=C(Cc1ccccc1)Nc1ccc2oc(-c3cccnc3)nc2c1
→ 12% | ? | ? | -1% | -14% | -6% | -14% | ? | 8
- Cc1c(Cl)cccc1NC(=S)N1CCC(N(C)CC2CCCO2)CC1 (stereo not given)
→ -1% | 1% | -8% | 2% | -2% | -3% | -2% | 11% | -3
- O=C(CNS(=O)(=O)c1ccccc1)N/N=C/c1ccncc1
→ 2% | -6% | -14% | i | . | . | -13% | . | 1
- Clc1cccc(NC2=NCCC2)c1
→ 0% | -4% | 1% | 3% | 0% | 3% | -13% | 3% | 3
- NC(=O)NCc1ccccc1
→ 10%&-3% | -3% | -7% | 5% | 0%&-5% | 7%&-2% | -15% | 2% | .
- Brc1ccc2nc3c(n2c1)CCCC3
→ 13% | -17% | -3% | -9% | 3% | -13% | 2% | 8% | 5
- CC(C)(C)c1ccc(-c2nc3n(c(=O)c2C#N)CCS3)cc1
→ ? | ? | 71%[activator] | -6% | -7% | ? | -11% | -2% | -3
- Cc1ccn(CC(C)C(=O)O)n1 (stereo not given)
→ 24% | -11% | 69%[activator] | -1% | -3% | 2% | 2% | 96% | -27
- CCOC(=O)C1CCCN(C(=O)c2cc3nc(-c4ccc5c(c4)OCO5)cc(C(F)(F)F)n3n2)C1 (stereo not given)
→ -1% | -23% | 6%[58.9 µM] | 4% | -5% | -10% | -6% | 3% | 11
- O=C(Nc1ccccc1C(=O)NC(Cc1c[nH]c2ccccc12)C(=O)O)c1ccccc1 (stereo not given)
→ -9% | -11% | 3% | i | 1% | 0% | 0% | 10% | -13
- O=C(Nc1cccc(S(=O)(=O)NC2=NCCC2)c1)c1cc(F)c(F)c(F)c1F
→ 35%[activator] | -16% | 28% | i | . | . | 3% | . | -14
- O=C(Nc1ccc(F)c(Cl)c1)C1Cc2ccccc2CN1S(=O)(=O)c1ccc(F)cc1 (stereo not given)
→ . | . | -15% | . | -12% | 35%[activator] | 0% | -23% | -11
- COc1ccc(NC(=O)N(C)C[C@H]2Oc3c(NC(=O)Cc4ccccc4)cccc3C(=O)N([C@H](C)CO)C[C@@H]2C)cc1
→ -9% | -7% | -6% | i | . | . | -18% | . | .
- CN(C)N1C(N)=C(C#N)C(c2ccccc2)C2=C1CCCC2=O (stereo not given)
→ 4% | 12% | 111%[activator] | -1% | -8% | -10% | -12% | -2% | -13
- CCOP(=O)(c1ccccc1Cl)C1(O)CCCCC1 (stereo not given)
→ -5% | -18% | 17% | i | -4% | -9% | -3% | 21% | 3

Brought forward from above: 3 compounds, followed by the next part.
Results follow in this order: APE1 inh | Pol eta inh | Pol iota inh | PGK inhibitor | BLM inh | Apoferritin bind | Pol kappa inh | Pol beta inh | RXFP1 antag
- COc1ccc(NC(=O)N(C)C[C@H]2Oc3c(NC(=O)Cc4ccccc4)cccc3C(=O)N([C@H](C)CO)C[C@@H]2C)cc1
→ -9% | -7% | -6% | i | . | . | -18% | . | .
- CN(C)N1C(N)=C(C#N)C(c2ccccc2)C2=C1CCCC2=O (stereo not given)
→ 4% | 12% | 111%[activator] | -1% | -8% | -10% | -12% | -2% | -13
- CCOP(=O)(c1ccccc1Cl)C1(O)CCCCC1 (stereo not given)
→ -5% | -18% | 17% | i | -4% | -9% | -3% | 21% | 3
- CSCCC(NC(=O)c1ccco1)C(=O)N(C)CC(=O)Nc1c(Cl)cccc1Cl (stereo not given)
→ 6% | -9% | 35%[activator] | 12% | . | . | 6% | . | 1
- Cc1ccc(-c2cn3c(n2)CCCC3)cc1
→ -5% | 2% | ? | -9% | -8% | -8% | -11% | 2% | -4
- O=C(O)CCN1CC2([N+](=O)[O-])C=CC(=O)C([N+](=O)[O-])(C1)C2CC(=O)c1ccccc1 (stereo not given)
→ 5% | 18µM* | ? | 2% | 1% | -5% | ? | 28µM* | 6
- CN1CCN(c2ccc([N+](=O)[O-])cc2NC(=O)c2ccco2)CC1
→ -11% | -6% | 22% | -6% | 0% | -10% | -7% | 28% | 12
- CCc1ccc2oc(C(=O)NCCc3ccc(OC)c(OC)c3)cc(=O)c2c1
→ . | -14% | 17% | 9% | -4% | ? | -8% | ? | -18
- COc1ccc(C(=O)Nc2cccc(S(=O)(=O)N3CCCC3)c2)cc1S(=O)(=O)N1CCOCC1
→ 37% | -7% | 54%[activator] | -4% | . | . | -3% | . | -1
- CCc1ccccc1NC(=O)c1cnc(N2CCCCC2)c2ccccc12
→ . | -3% | 15% | -7% | -2% | 44%[activator] | -3%[60.1 µM] | 14% | -27
- COCCN(C(=O)c1ccco1)c1nnc(-c2ccc(OC)cc2)s1
→ -10% | -4% | 13% | 1% | 38%[activator] | -7% | -6% | ? | -7
- Cc1cccc(NC(=O)NCC(F)(F)F)n1
→ 4% | -23% | 14% | 9% | -1% | -13% | -9% | 11% | 7
- O=C1c2ccccc2C(=O)N1c1nc2nccc(-c3ccccc3)n2n1
→ -2% | -1% | -4% | -3% | 0% | -10% | -13% | 24% | -9
- CC[C@H]1C(c2cccc(C)c2)=NN(c2ccccc2)[C@@H]1CO
→ -5% | . | . | . | -11%[75.6 µM] | 207%[activator][110 µM] | -19% | . | .
- Cn1c(=O)c(-c2cc(Br)ccc2N)nc2ccccc21
→ -9% | -10% | 15% | -3% | -4% | ? | -3% | 17% | -11
- Cc1c(NS(=O)(=O)c2ccc3c(c2)OCCO3)cccc1-c1nc2cccnc2s1
→ ? | -18% | 1% | 2% | -7% | -7% | -12% | -30% | -1
- Cc1ccc(OCC(=O)N(Cc2ccco2)c2c(N)n(Cc3ccccc3)c(=O)[nH]c2=O)cc1C
→ 27% | -15% | 22% | 5% | . | . | -1% | . | -1
- O=C(NCCc1cn2ccccc2n1)c1ccccc1F
→ -4% | -9% | -3% | i | 1% | -9% | 3% | 3% | -10
- COc1ccc2cc(C(=O)C3CCCN(C(=O)c4cc5nc(C)cc(C)n5n4)C3)ccc2c1 (stereo not given)
→ -6% | -10% | -5% | -4% | 1% | -4% | 0% | 85% | -3
- COc1ccc(CCNC(=O)CS(=O)(=O)c2cn(CC(=O)N3CCOCC3)c3ccccc23)cc1OC
→ -4% | -7% | 15% | -2% | -1% | -8% | 6% | 16% | 1
- COC(=O)c1sc(-c2ccc(C(C)(C)C)cc2)cc1NC(=O)/C=C/C(=O)O
→ -8% | 79µM* | -9% | -6% | -16% | -4% | -3% | -12% | -13
- CC(=O)N1CCc2cc(S(=O)(=O)NCc3ccc(C)cc3)ccc21
→ 44%[activator] | -20% | 42%[activator] | i | -1% | -4% | -6% | -11% | 7
- CC1=CCC2C(=O)N(c3ccc(C(=O)N4CCCCCC4)cc3)C(=O)C2C1 (stereo not given)
→ 3% | -10% | 9% | -8% | 2% | ? | -8% | 0% | -6
- Cc1ccc(S(=O)(=O)N2CCc3ccccc3C2)cc1C
→ 33% | -11% | 29% | -10% | -6% | 53%[activator] | 3% | 0% | 1
- CCc1nc(SCC(=O)N2CCOCC2)c2c(=O)n(C)c(=O)n(C)c2n1
→ ? | -6% | -11% | 2% | -8% | 3% | -7% | 3% | 3
- COc1ccc(NC(=O)CN(C)Cc2cccs2)cc1Cl
→ 58%[activator] | -6% | 4% | 5% | -6% | -1% | -14% | -3% | -5
